TDP2 inh: blocks human TDP2 phosphodiesterase activity; AID 720702; recombinant TDP2, T5PNP hydrolysis, p-nitrophenol absorbance 415 nm; actives 0.34% (n = 370,000); inhibition, % at 12.8 µM; O95551;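 active means inhibition above the mean of all tested compounds plus 3 SD, set per campaign, cut at about 25% in these data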;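 further: 0% = DMSO with enzyme and 100% = buffer with substrate but no TDP2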
Target sequence (O95551 whole entry, looked up): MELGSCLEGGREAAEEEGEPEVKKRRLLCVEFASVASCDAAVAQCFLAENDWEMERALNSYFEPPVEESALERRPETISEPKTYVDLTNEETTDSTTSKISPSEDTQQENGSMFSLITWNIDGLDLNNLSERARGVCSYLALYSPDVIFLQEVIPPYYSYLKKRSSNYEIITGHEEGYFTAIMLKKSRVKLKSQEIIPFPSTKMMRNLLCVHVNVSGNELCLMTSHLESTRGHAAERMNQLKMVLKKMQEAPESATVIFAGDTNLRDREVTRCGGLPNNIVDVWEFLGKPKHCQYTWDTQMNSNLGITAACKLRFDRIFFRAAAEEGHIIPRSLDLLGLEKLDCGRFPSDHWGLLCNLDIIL
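Material: recombinant human TDP2; quantity: TDP2 enzyme at 120 nM final; medium: Tris-HCl pH 7.5 with MgCl2; compound: single concentration, 12.8 µM nominal, with 1% DMSO; incubation: 2 h enzyme incubation at 37 °C; signal: epi absorbance; measure: percent inhibition; benchmarks: high control without enzyme, low control DMSO plus TDP2; repeats: singlicate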
ADAM10 inh: ADAM10 inhibition, QFRET primary screen | O14672 | recombinant ADAM10, EDANS/DABCYL FRET peptide cleavage, 3 h | inhibition, % at 7 µM | actives 0.62% (n = 370,000);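 active means inhibition above a per-campaign cutoff equal to the mean of compounds falling between control-based bounds plus 3 SD, cut at about 20% in these data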;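 further: 0% = DMSO wells while the 100% control is not disclosed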
ADAM17 inh: ADAM17 inhibition, QFRET primary screen | recombinant ADAM17, EDANS/DABCYL FRET peptide cleavage | inhibition, % at 6.95 µM | actives 0.83% (n = 370,000);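 active means inhibition above the mean of compounds lying between control limits plus 3 SD, set per campaign, cut at about 8.5% in these data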;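 further: 0% = DMSO-only wells as the low control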
Target sequence (P78536 215-824 limits assumed): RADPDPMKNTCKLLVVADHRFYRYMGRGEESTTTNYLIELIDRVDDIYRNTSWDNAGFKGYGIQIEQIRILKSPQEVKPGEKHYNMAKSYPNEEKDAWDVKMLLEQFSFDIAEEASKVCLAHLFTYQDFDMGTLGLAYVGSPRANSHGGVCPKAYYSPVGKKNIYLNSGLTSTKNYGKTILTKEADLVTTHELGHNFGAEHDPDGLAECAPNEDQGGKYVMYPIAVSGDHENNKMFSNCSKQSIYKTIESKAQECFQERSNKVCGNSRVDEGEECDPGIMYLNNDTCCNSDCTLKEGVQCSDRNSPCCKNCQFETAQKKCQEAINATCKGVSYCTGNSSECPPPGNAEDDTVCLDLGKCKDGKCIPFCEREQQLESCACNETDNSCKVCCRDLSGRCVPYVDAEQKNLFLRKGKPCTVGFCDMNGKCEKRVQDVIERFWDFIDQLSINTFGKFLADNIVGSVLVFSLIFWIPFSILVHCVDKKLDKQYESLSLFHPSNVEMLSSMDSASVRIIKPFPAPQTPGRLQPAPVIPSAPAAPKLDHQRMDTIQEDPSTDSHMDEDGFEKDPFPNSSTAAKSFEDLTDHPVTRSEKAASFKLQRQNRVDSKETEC
DDE Tn7 FP inh: inhibitors of Tn7 peptide binding to human fibrin DD(E) | FP displacement of FITC-Tn7 peptide from fibrin DD(E); 0% = median of compound wells per plate | P02675 | inhibition, % at 8.3 µM | AID 720508 | actives 0.13% (n = 370,000);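 active means inhibition above the mean of compounds falling within the control limits plus 3 SD of them, cut at about 14% in these data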;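 further: 0% = plate median of compound wells and 100% = 10 µM Aha-Tn7 peptide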
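assay system = human clot-derived fibrin DD(E) complex | quantity = Fibrin-DD(E) at 2 µM final | timing = 10 min preincubation, 3 h with tracer, room temperature | signal = fluorescence polarization | measure = percent inhibition | benchmarks = high control wells with 10 µM unlabelled Aha-Tn7 peptide (full inhibition) | replicates = singlicate testing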
ASAP1 GAP inh: inhibitors of human ASAP1 ArfGAP activity; actives 0.19% (n = 360,000); inhibition, % at 16.5 µM; ASAP1-stimulated ARF1 GTP hydrolysis, GDP FP detection; in the data active means inhibition above about 25%;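 further: 0% = vehicle with enzyme and substrate and 100% = no enzyme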
ARFGAP1 inh: inhibits rat ARF GTPase activating protein 1 | Q62848 | inhibition, % at 16.5 µM | actives 0.26% (n = 360,000) | Arfgap1-stimulated ARF1 GTP hydrolysis, GDP FP detection;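 active means inhibition above a per-plate limit, mean inhibition of low control wells plus 3 SD, cut at about 25% in these data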;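 further: 0% = DMSO wells with enzyme and 100% = wells lacking Arfgap1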
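Material: rat Arfgap1 GAP domain (His6, aa 1-136), purified enzyme. Also added: human ARF1(Δ1-17)-GTP substrate. Compound dosing: 16.5 µM single point, 1.26% DMSO. Timing: enzyme reaction 120 min at 25 °C after 20 min preincubation. Signal: GDP detection by fluorescence polarization. Read-out basis: percent inhibition of GAP-stimulated GDP formation, scaled between DMSO and no-Arfgap1 medians.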
LEDGF integ inh: blocks HIV-1 LEDGF/p75-dependent DNA integration | TR-FRET IN-LEDGF/p75 DNA integration, Eu/Cy5 | inhibition, % at 3.7 µM | actives 0.64% (n = 370,000) | AID 743269;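 active means inhibition above the screen-wide mean plus 3 SD, cut at about 13% in these data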;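 further: signal is the Cy5 over europium emission ratio at 671 and 618 nm; 0% = plate median of compound wells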
PLCg1 inh: PLC-gamma1 (human) inhibition, primary screen. P19174. purified PLC-gamma1, fluorogenic substrate, fluorescence. inhibition, % at 12.2 µM. actives 0.84% (n = 370,000). AID 720700; in the data active means inhibition above about 9.5%
proKLK7 act: proKLK7 (human) activation, primary screen; P49862; purified proKLK7, EDANS-DABCYL substrate fluorescence; 100% is mature enzyme control, 0% vehicle; activation, % at 7 µM; actives 0.9% (n = 370,000); AID 652039;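 active means activation above the mean of all tested compounds plus 3 SD, computed per campaign excluding outliers beyond control limits, cut at about 13% in these data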
Tn6 DDE FP: inhibitors of Tn6 peptide binding to human fibrin DD(E); actives 0.21% (n = 370,000); inhibition, % at 8.3 µM; Fibrin DD(E) TRITC-Tn6 fluorescence polarization displacement;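 active means inhibition above a per-campaign cutoff: mean of compounds within control limits plus 3 SD, cut at about 15% in these data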;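 further: 0% = median of all compound wells on the plate and 100% = blocking peptide control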
An asterisk follows results filed as active; i = inactive; / = no result given; & = joins results of further samples.

Molecule,TDP2 inh,ADAM10 inh,ADAM17 inh,DDE Tn7 FP inh,ASAP1 GAP inh,ARFGAP1 inh,LEDGF integ inh,PLCg1 inh,proKLK7 act,Tn6 DDE FP
Nc1nc(SCC(=O)N2N=C3/C(=C/c4ccco4)CCCC3C2c2ccco2)n[nH]1 (configuration not stated),9,1,-1,-1,-5,-14,18*,-27,-0.2,2
O=C(NCc1ccco1)c1c[nH]c2ccc(S(=O)(=O)N3CCOCC3)cc2c1=O,0,-138,-38,-3,6,7,1,-2,-11,-6
COc1cccc(CN2CCN(Cc3cc4ccccc4[nH]3)CC2CCO)c1 (configuration not stated),6,-12,-5,-7,-11,19,0,-2,0.5,-5
COc1ccc(C(=O)CSc2nc3ccccc3n2CC(=O)c2ccccc2)cc1,-10,-6,2,1,-12,-5,-1,-1,0.5,-1
Cc1ccc(NC(=O)CN2C(=O)NC(C)(C3CC3)C2=O)c(C)c1 (configuration not stated),-3,-5,-5,-1,1,7,3,-1,-0.1,5
CCN(CC)C(=O)CSc1nnc(CSc2ncccn2)n1C,0,9,0,-1,13,3,5,2,-1.3,0
CN(CC(=O)Nc1ccccc1N1CCOCC1)S(=O)(=O)c1ccc(Cl)cc1,-1,2,-1,-1,4,-3,-5,0,0.3,7
COc1ccc(NS(=O)(=O)c2ccc(C)c(C(=O)NNC(=O)c3ccccc3O)c2)cc1,-13,14,-1,3,5,-16,-14,-5,-0.9,-8

Ordered by SMILES length (rising): some entries from above
Molecule,TDP2 inh,ADAM10 inh,ADAM17 inh,DDE Tn7 FP inh,ASAP1 GAP inh,ARFGAP1 inh,LEDGF integ inh,PLCg1 inh,proKLK7 act,Tn6 DDE FP
COc1cccc(CN2CCN(Cc3cc4ccccc4[nH]3)CC2CCO)c1 (configuration not stated),6,-12,-5,-7,-11,19,0,-2,0.5,-5
COc1ccc(C(=O)CSc2nc3ccccc3n2CC(=O)c2ccccc2)cc1,-10,-6,2,1,-12,-5,-1,-1,0.5,-1
CN(CC(=O)Nc1ccccc1N1CCOCC1)S(=O)(=O)c1ccc(Cl)cc1,-1,2,-1,-1,4,-3,-5,0,0.3,7

Later entries.
Molecule,TDP2 inh,ADAM10 inh,ADAM17 inh,DDE Tn7 FP inh,ASAP1 GAP inh,ARFGAP1 inh,LEDGF integ inh,PLCg1 inh,proKLK7 act,Tn6 DDE FP
Cn1c(=O)c2c(nc(OC/C=C/c3ccccc3)n2C)n(C)c1=O,5,-4,-2,-1,-17,10,0,1,0.5,-2
COC(=O)c1cc(NC(=O)CN2CCOCC2)cc(C(=O)OC)c1,-1,-14,4,10,-2,-3,0,0,0.0,3
CC(=O)c1cccc(NC(=O)Nc2ccc3c(c2)CCC3)c1,-2,-5,-3,1,3,-2,-3,4,-0.2,-11
N#CCN1CCN(CCC(=O)Nc2ccc(OCc3ccccc3)cc2)CC1,-3,-3,0,-2,17,5,-4,3,-0.1,1
COC(=O)[C@@]12C[C@@H](CC(=O)NCCC(C)C)C(=O)N(Cc3cccc4ccccc34)C1=CCC(C)(C)C2,-3,-5,3,10,-2,-1,-18,-2,0.5,1
CCOC(=O)c1ccc(CNC(=O)C2CCC(=O)N(Cc3cccc(OC)c3)C2)o1 (configuration not stated),-3,-10,-3,2,-2,-6,-7,-4,-0.1,-7
Cc1ccc([N+](=O)[O-])cc1N(CC(=O)NC1CCCC1)S(C)(=O)=O,7,2,-2,8,-11,-7,6,1,0.3,7
CCCCn1c(N)c(N(CC(C)C)C(=O)C2CCN(S(=O)(=O)c3ccccc3)CC2)c(=O)[nH]c1=O,0,-8,-7,8,1,-4,0,2,0.6,2
CC(Oc1ccc(Br)cc1)C(=O)Nc1ccc(S(=O)(=O)NC2=NCCCCC2)cc1 (configuration not stated),4,-2,-4,4,2,5,0,-3,0.3,-6
CN(CCc1ccccc1)C(=O)c1ccc(NC(=O)Cc2ccc(NC(=O)C3CCCN(C(=O)C4CCC4)C3)cc2)cc1 (configuration not stated),1,-3,-1,3,-3,-7,-3,-2,0.2,-3
C(=NN1CCCCCC1)c1ccc2c(c1)OCO2,2,-16,-1,2,-3,-3,-1,-2,-0.3,2
COc1ccc(F)cc1S(=O)(=O)NCCN1CCOCC1,4,-6,1,0,10,-7,0,1,-0.4,4
O=C(Nc1ccc([N+](=O)[O-])cc1Cl)c1cc(Cl)ccc1O,2,-12,-3,4,-2,-6,-1,-3,-0.2,-2
COc1ccc(NC(=O)C2=C(C)Nc3ncnn3C2c2ccccc2C(F)(F)F)c(OC)c1 (configuration not stated),-6,-130,-44,-4,3,4,1,-67,2.9,10
O=C(C1CC1)N1CCN(c2ccc(F)cc2)CC1,5,0,-4,3,7,3,-1,-2,0.7,-1
COc1cccc(C(=O)NC(=S)NCc2ccco2)c1,-3,10,0,-11,-11,4,1,1,-0.1,10
CS(=O)(=O)N1CCN(c2cccc(Cl)n2)CC1,-7,-3,-2,0,3,7,0,2,0.3,-5
CCOC(=O)C1=C(C)NC(C)=C(C(=O)OCC)C1C(=O)OCC(=O)N1CCCCC1CC (configuration not stated),11&2,-123&-66,-32&-19,3&-7,-11&-9,5&1,-3&2,-64&-45,1.4&1.1,3&2
COc1ccc(-c2noc(CCc3ccccc3)n2)cc1,9,1,-1,5,4,5,1,1,-0.7,6
C(/C=C\c1ccco1)=NN1CCN(Cc2cccc3ccccc23)CC1,-2,6,3,1,/,/,2,2,-0.2,0
O=C(Nc1cccnc1)C1CC(c2ccc(Cl)c(Cl)c2)=NO1 (configuration not stated),-4,13,1,-3,0,5,0,2,0.0,0
CC1CC1C(=O)OCC(=O)NNC(=O)c1ccc([N+](=O)[O-])cc1 (configuration not stated),6,-10,-6,-6,-6,-5,0,4,0.8,-4
CC(C)CN(C(=O)c1cccc(Cl)c1)c1c(N)n(CC(C)C)c(=O)[nH]c1=O,4,1,0,-9,-7,-1,3,2,-0.8,1
COc1ccc(C(=O)Nc2ccc(C(=O)OCC(=O)c3ccccc3)cc2)cc1,3,-7,-6,-6,12,5,-2,0,0.0,-8
COCCC(=O)N1CCC(Oc2ccc(C(=O)NCCc3cnn(C)c3)cc2)CC1,6,3,-2,4,4,13,1,0,-0.1,-5
Cn1cc(/C=C/C(=O)c2ccccc2)c2ccccc21,-8,-9,-3,3,-5,10,-6,-207,-1.4,3
COc1ccc(NC(=O)c2sc3nc(-c4cccnc4)ccc3c2N)cc1,5,-6,-3,4,-13,-12,-1,-48,0.2,11
Cc1ccc(C)c(NC(=O)c2cc[n+](C)cc2)c1,-5,-7,0,7,-6,-5,-4,0,0.6,5
COc1ccc(C(=O)COC(=O)c2c(-c3ccccc3)noc2C)c(OC)c1,-8,0,-2,7,3,3,-4,1,-0.4,3
Cc1ccc(C(=O)N2CCN(c3ccccn3)CC2)cc1C,7,2,-1,9,6,10,4,7,-0.1,-2
COc1cccc(CN2CCC(C(=O)N3CCN(Cc4ccc5c(c4)OCO5)CC3)CC2)c1OC,0,-17,0,-1,3,6,-3,0,0.1,5
CCOC(=O)[C@@H]1[C@H]2COc3ccccc3[C@@H]2N2C(=O)N(c3ccc(Cl)cc3)C(=O)[C@@]12C,0,11,-2,2,-6,17,1,1,0.3,3
c1ccc(C2NCCc3ccccc32)cc1 (configuration not stated),12,2,1,0,-7,-7,2,4,-0.5,-1
CC(=O)OCC(=O)[C@@]1(O)CC[C@H]2[C@@H]3CCC4=CC(=O)CC[C@]4(C)[C@H]3[C@@H](O)C[C@@]21C,-9&4,9&-9,1&-8,4&0,-5&-2,2&4,-1&-1,2&-1,0.6&0.3,-2&-7
Cc1cccc2sc(NC(=O)CNS(=O)(=O)c3ccc(Br)s3)nc12,1,12,1,3,7,6,1,-3,-0.2,-5
c1ccc(-n2cc(CN3CCCC3)c(-c3ccc4c(c3)OCO4)n2)cc1,-16,4,-3,-1,8,-4,1,-49,0.2,1
COc1ccc(CNC(=O)CN(CC2CCCO2)C(=O)CNS(=O)(=O)c2ccccc2)cc1 (configuration not stated),2,4,0,0,-4,-4,2,2,0.6,4
COCCCN1C(=O)c2ccc(C(=O)N3CCN(c4ccccc4OC)CC3)cc2C1=O,11,-7,-3,2,8,6,0,1,0.5,-3
O=C1/C(=C/c2ccc(F)cc2)SC(=S)N1CC(=O)N1CCCCC1c1cccnc1 (configuration not stated),0,13,-2,13,-11,8,-2,0,1.2,-5
CCc1nnc(NC(=O)CCC(=O)Nc2ccc(C)cc2)s1,6,-24,-7,-3,-1,7,0,-5,-2.7,-10
CCOC(=O)C1CCCN(C(=O)Cn2nc(C)n3c(cc4c(OC)cccc43)c2=O)C1 (configuration not stated),2,i,i,-10,-2,0,3,-438,18*,1
O=C(Nc1ccccc1)C1=C(O)CC(c2ccc(Cl)cc2)N2CCN=C12 (configuration not stated),-9,11,0,-3,-4,-7,5,5,-0.1,-5
CSc1nc(Cl)c(Cc2ccc(OC(C)C)cc2)c(N(C)C)n1,-4,-2,0,1,-8,14,-9,3,0.7,-7
Cc1ccc(S(=O)(=O)N2[C@@H](c3ccc(C(C)(C)C)cc3)C(C(=O)O)=CC[C@H]2c2ccc(Cl)cc2)cc1,-11,10,6,-2,3,-26,-2,-2,0.5,-8
Nc1c(C(=O)N2CCCCCC2)oc2ccccc12,12,-32,-11,2,-1,3,-2,-9,0.3,3
O=C1C2Sc3[nH]c(=O)sc3C(c3cc([N+](=O)[O-])ccc3O)C2C(=O)N1c1ccccc1 (configuration not stated),1,-3,-1,-2,-1,1,13,1,-0.2,3
COc1ccc(NC(=O)c2ccccc2NS(=O)(=O)c2ccc(CNC(C)=O)cc2)c(OC)c1,-2,-5,-1,4,13,14,-5,-4,0.2,1
CCOCCCn1c(SCC(=O)Nc2ccc(OC)cc2)nc2ccccc2c1=O,-31,13,3,6,-10,9,3,6,0.6,6
COc1ccc(OC(=O)CCCN2C(=O)c3ccccc3C2=O)cc1,-17,0,2,10,-1,14,3,6,-0.4,-6
CCn1c(NC(=S)Nc2ccccc2)nc2ccccc21,9,-4,-1,10,-5,-2,10,-4,-0.1,-1
Cc1cccc(C(=O)Nc2sc(-c3ccccc3)cc2C(=O)O)c1,5,-22,-14,-2,-8,4,-3,-494,0.8,-3
CN(C[C@@H](CC1CCCCC1)N(C[C@H](Cc1ccccc1)N(CCc1ccccc1)N=O)N=O)N=O,5,3,0,4,-2,2,1,0,0.5,-1
CCC(C)[C@H](NC(=O)N1CC(=O)Nc2ccccc21)C(=O)N1CCC[C@@H]1C(=O)O (some centres not stated),4,-22,-4,7,7,3,-5,2,-0.5,8

The order is random; overall some 4.2% were active at least once.
